m-calpain inh: blocks pig calpain II enzyme activity | inhibition, % at 16 µM | purified calpain II, fluorogenic peptide substrate, 30 min | AID 1236 | 220,000 tested, 0.37% active;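 active = inhibition above about 50%, limit read from the data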
BaF3 tox: counter-screen for JAK2V617F inhibitors: parental Ba/F3 viability inhibitors | AID 1486 | 220,000 tested, 1.1% active | inhibition, % at 5.6 µM | CellTiter-Glo ATP luminescence;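 active = inhibition above a per-campaign cutoff, the mean inhibition of all tested compounds plus 3 SD, cut at about 27% in these data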;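 also: 0% = DMSO wells and 100% = JAK Inhibitor I control wells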
PERK inhibitor: blocks human PERK kinase; Q9NZJ5; CHO PERK-DD fusion, SEAP luminescence translation reporter; inhibition, % at 5.6 µM; 220,000 tested, 0.17% active;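 active = inhibition above the mean inhibition of all tested compounds plus 3 SD, set separately per screening campaign, cut at about 2.9% in these data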;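 also: PERK kinase domain activated by AP20187 dimerizer at 100 nM; 0% = DMSO with dimerizer and 100% = rapamycin at 8.4 µM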
S1P4 antag: human S1P4 receptor antagonism | S1P4-expressing cells, antagonist mode, reporter read-out | inhibition, % at 4.98 µM | 220,000 tested, 0.26% active | O95977; in the data active = inhibition above about 29%;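 also: 0% = wells stimulated with agonist and 100% = vehicle wells without agonist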
Target sequence (O95977 whole entry, looked up): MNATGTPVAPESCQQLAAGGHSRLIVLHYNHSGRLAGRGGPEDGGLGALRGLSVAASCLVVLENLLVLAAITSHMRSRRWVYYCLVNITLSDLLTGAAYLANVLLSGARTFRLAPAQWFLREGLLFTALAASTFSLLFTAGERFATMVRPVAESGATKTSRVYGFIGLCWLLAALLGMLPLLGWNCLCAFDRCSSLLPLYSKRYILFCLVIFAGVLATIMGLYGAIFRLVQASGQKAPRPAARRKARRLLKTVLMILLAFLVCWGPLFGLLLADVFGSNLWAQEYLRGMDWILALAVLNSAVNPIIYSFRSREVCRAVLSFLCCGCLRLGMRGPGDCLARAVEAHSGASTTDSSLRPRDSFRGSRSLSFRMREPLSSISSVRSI
Ba/F3 V617F tox: loss of viability in JAK2V617F-driven Ba/F3 cells. 220,000 tested, 1.1% active. Ba/F3 EpoR-JAK2V617F viability, ATP luminescence. inhibition, % at 5.6 µM. AID 1446;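 active = inhibition above the campaign mean plus 3 SD over all tested compounds, cut at about 24% in these data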;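 also: cytokine-independent growth of Ba/F3 cells driven by EpoR plus mutant JAK2; 0% = DMSO-treated cells and 100% = JAK inhibitor I control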
TRPN1 ag: zebrafish TRPN1 (NompC) channel agonism | activation, % at 3 µM | HEK293 zebrafish TRPN1-YFP, Fluo-8 calcium fluorescence; 100% = response to 87 µM carbachol | 220,000 tested, 0.18% active | AID 1424;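 active = activation above its plate's cutoff, the mean activation of test wells on that plate plus 3 SD, cut at about 19% in these data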;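 also: 0% = DMSO alone and 100% = 87 µM carbachol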
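Material: zebrafish TRPN1-YFP in HEK293 cells; Doses: single test compound dose, 3 µM nominal, 0.3% DMSO; Timing: dye loading 1 h at 37 °C, then 30 min room temperature; Technique: intracellular calcium fluorescence with Fluo-8; Benchmarks: high carbachol 87 µM, low DMSO alone.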
EP2 modulator: modulates human prostaglandin E2 receptor EP2 signaling; 260,000 tested, 0.83% active; induction, % at 25 µM; EP2-expressing cells, cAMP HTRF FRET, PGE2 co-stimulation; AID 940; P43116;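 active = compounds whose cAMP rise, as percent of the full-agonist control response, exceeds 60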;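 also: rat C6 glioma line stably carrying human EP2 under a CMV promoter; the protocol text gives 20 µM as final concentration; 100% = response of wells given 1 µM PGE2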
Target sequence (P43116 whole entry, looked up): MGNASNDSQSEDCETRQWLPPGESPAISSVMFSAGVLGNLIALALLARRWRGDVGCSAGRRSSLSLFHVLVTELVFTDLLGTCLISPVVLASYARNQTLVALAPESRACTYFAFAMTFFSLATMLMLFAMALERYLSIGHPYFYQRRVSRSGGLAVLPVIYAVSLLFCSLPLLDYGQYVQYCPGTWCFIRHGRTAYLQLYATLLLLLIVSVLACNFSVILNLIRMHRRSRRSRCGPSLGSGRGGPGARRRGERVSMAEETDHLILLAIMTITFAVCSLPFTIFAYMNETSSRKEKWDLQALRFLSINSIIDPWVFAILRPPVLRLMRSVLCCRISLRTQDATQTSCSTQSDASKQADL
S1P4 ag: activates the human S1P4 receptor; S1P4-expressing cell line, agonist reporter assay; activation, % at 4.98 µM; 220,000 tested, 0.35% active; in the data active = activation above about 11%;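 also: 0% = DMSO vehicle and 100% = reference agonist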
TRPML3 agonist: human mucolipin-3 channel agonism; HEK293 TRPML3-YFP, Fluo-8 calcium fluorescence; 100% = the carbachol control signal; activation, % at 3 µM; 220,000 tested, 0.29% active;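 active = activation above its plate's cutoff, the mean activation of the plate's test wells plus 3 SD, cut at about 12% in these data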;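 also: 0% = DMSO only wells and 100% = carbachol wells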
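Test system: TRPML3-YFP stable HEK293 cells. Doses: single point at 3 µM. Incubation: dye loading 1 h 37 °C then 30 min ambient, 125 s read. Signal: Fluo-8 calcium dye fluorescence, ex 470-495, em 515-575 nm. Measure: percent activation from peak-to-basal fluorescence ratio, scaled between DMSO and carbachol.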
* hit, by the source's call; i = inactive; . = no result given.

SMILES	m-calpain inh	BaF3 tox	PERK inhibitor	S1P4 antag	Ba/F3 V617F tox	TRPN1 ag	EP2 modulator	S1P4 ag	TRPML3 agonist
COc1ccc(CCN2C(=NC(=O)C(C)C)SC3CS(=O)(=O)CC32)cc1OC (centres undefined)	-20	0	-1.6	-25	-4	1.6	14	0.8	0.4
CC(=O)c1c(C)n([O-])c2cc(F)c(F)cc2[n+]1=O	-48	8	0.8	-10	0	-0.7	-25	-0.5	0.4
COC(=O)N/N=C/c1ccc(Oc2ccccc2)cc1	23	9	-0.9	-9	9	-1.4	-10	1.9	-0.5
CCOCCCNC(=O)c1cc(C)nn1-c1ccccc1	-7	6	0.9	3	-2	0.8	24	0.1	-0.1
CCn1c(=N)c(C(N)=O)cc2c(=O)n3cccc(C)c3nc21	.	11	-0.9	-26	7	-0.5	.	0.2	0.2
C[C@@H](C(=O)OCC(=O)NCCc1ccc(S(N)(=O)=O)cc1)N1C(=O)C2CCCCC2C1=O (some centres undefined)	-39	4	1.1	-15	-1	2.3	22	1.8	0.6
CCOC(=O)c1ccc(Oc2ccc(C(F)(F)F)cn2)cc1	4	3	-0.6	1	2	1.1	24	-0.3	0.6
CCOC(=O)C1CCN(S(=O)(=O)Cc2ccccc2)C1=O (centres undefined)	0	2	2.2	-8	-5	-0.1	4	1.0	-0.1
CCCN(CCC)C1Sc2ccc(C(=O)OC)cc2NC1=O (centres undefined)	18	4	0.0	-7	-2	-0.9	-12	1.9	0.8
Cc1cc(C)cc(NC(=S)N(CCN(C)C)Cc2cccs2)c1	-10	8	1.5	-6	2	0.2	-22	-0.5	1.3
COCCN1C(=O)c2oc3ccccc3c(=O)c2C1c1ccc(C(=O)OC)cc1 (centres undefined)	14	5	2.5	6	-4	0.9	-5	0.4	0.4
O=[N+]([O-])c1ccc(NC2CCCC2)cc1	24	0	0.3	-2	-3	-2.9	-83	-2.4	8.4
Fc1ccc(-n2nnnc2-c2cnc(-c3cccs3)nc2C(F)(F)F)cc1	3	16	0.6	12	-2	0.1	-26	1.7	0.4
CC(=O)OCc1c(C(F)(F)F)nn(C)c1Oc1ccccc1	-16	9	-0.1	-11	2	-2.0	37	-2.2	-0.3
O=C(Cn1nnc(-c2ccccc2)n1)N/N=C/c1ccc(-c2ccc(Cl)cc2)o1	-60	-1	-0.4	-4	-6	0.8	-8	2.4	1.7
Cc1c(Cl)c(-c2n[nH]c(=S)n2Cc2ccco2)nn1C	11	1	1.1	10	-1	-1.0	14	-2.9	-0.3
O=S(=O)(Nc1cccnc1)c1ccc(Cl)cc1	-9	1	0.3	0	-6	0.4	25	0.5	0.5
N/C(=N\c1nc2c(c(=O)[nH]1)CCC2)Nc1cccc2ccccc12	-14	5	0.4	-19	2	-0.4	34	-0.5	0.1
CCN1CCN(c2nc(Nc3cccc(F)c3)nc(N)c2[N+](=O)[O-])CC1	-5	-3	-1.0	-6	0	-0.4	-4	-0.5	0.3
CCCCOC1(c2ccccc2)OC(=O)c2ccccc21 (centres undefined)	21	1	1.4	2	-1	-3.0	28	0.1	-1.7
O=C1CNCc2[nH]c3ccccc3c2N1c1ccccc1	-4	-1	0.1	-4	-6	-0.5	-29	0.5	-0.1
CCOC(=O)C1CCCN(C(=O)Cn2sc3nc(C)cc(C)c3c2=O)C1 (centres undefined)	-9	5	1.6	-3	-1	0.8	-15	-2.1	1.0
COc1cccc(NC(=S)N(CCCN2CCOCC2)C(C)c2cc3ccccc3o2)c1 (centres undefined)	-14	3	-0.4	-5	0	-0.2	16	-0.9	1.1
O=C(NCCOc1ccccc1)C(=O)c1c[nH]c2ccccc12	13	-4	0.9	-6	-2	0.1	-74	0.5	0.3
CCOCC(=O)Nc1ccccc1C(=O)O	2	0	1.3	-4	-3	1.3	10	0.2	0.7

The list goes on:
SMILES	m-calpain inh	BaF3 tox	PERK inhibitor	S1P4 antag	Ba/F3 V617F tox	TRPN1 ag	EP2 modulator	S1P4 ag	TRPML3 agonist
Cc1cc(NC(=O)CSc2cn(CCNC(=O)c3ccc(Cl)cc3)c3ccccc23)no1	14	3	0.6	5	2	-1.7	-28	-0.7	-0.3
COc1ccc2c(c1)oc(=O)c1ccccc12	-378	2	1.4	-8	0	-2.2	-26	0.2	-0.1
CCOc1ccc(/C(C)=N/N2C(=O)C(CC(=O)Nc3ccc(OC)cc3[N+](=O)[O-])SC2=Nc2cccc(C)c2C)cc1 (centres undefined)	-50	-1	0.2	-5	1	0.0	19	2.5	0.8
COCCNC(=O)COc1cccc2c1OC(C)(C)C2	2	10	0.4	-17	-1	0.8	1	-1.1	0.9
CCOC(=O)c1c(NC(=O)CSc2nc3ccccc3s2)sc(C)c1C	12	7	0.4	8	5	1.1	44	0.3	-0.3
COc1cccc(-c2nc(NCC3CCCO3)c3ccccc3n2)c1O (centres undefined)	5	6	-0.6	-15	1	0.6	-50	1.4	-0.1
COc1ccc(C2=CC(c3cc(OC)c(OC)c(OC)c3)NC(=S)N2)cc1 (centres undefined)	-6	2	-0.9	-3	-1	-0.1	-8	0.8	0.1
O=C(CCN1C(=O)C2C3C=CC(C3)C2C1=O)N1CCN(c2ccccn2)CC1 (centres undefined)	-3	8	1.0	-12	-3	1.6	12	-1.2	1.2
CC(C)C(=O)NN1c2ccccc2CCc2ccccc21	16	-2	-0.8	1	-1	-3.3	7	-0.3	-1.4
CCn1c(=NC(=O)CSCC(=O)Nc2nccs2)sc2ccccc21	9	3	0.5	-6	-3	-0.3	4	-1.8	-0.7
CCOc1ccc(/C=C(/NC(=O)c2ccc(Cl)cc2)C(=O)O)cc1OCC	22	-1	-0.1	-18	-4	0.2	-35	0.5	1.0
Cc1ccc(C)c2c1cc(C)c1nnc(SCC(=O)c3cccs3)n12	27	6	-0.9	2	1	0.4	5	-0.7	0.6
O=C(COc1ccc([N+](=O)[O-])cc1)NC(C(=O)O)C(O)c1cccc([N+](=O)[O-])c1 (centres undefined)	-20	3	1.9	-10	1	0.8	-1	1.3	-0.3
CC(C1CC2CCC1C2)n1c(-c2ccco2)n[nH]c1=S (centres undefined)	23	8	0.9	-1	-2	-1.8	40	-1.4	-0.8
Cc1cc(C)cc(CSc2nnc(C)c(=O)[nH]2)c1	-9	6	-0.9	-12	3	-0.7	29	5.2	-0.1
CCOC(=O)C(Cc1ccccc1)C(=O)Nc1cccc(C)c1 (centres undefined)	-5	3	0.6	-15	-1	-1.7	20	1.8	0.3
Cc1cc2cc(CNC(=O)NC3CCCCC3)ccc2[nH]1	39	3	0.8	-7	-2	-1.1	-14	1.4	-0.6
COc1ccc(Cl)cc1NC(=S)NCCc1c[nH]c2ccccc12	-3	3	0.7	-6	2	1.1	-55	-0.2	1.7
COC(=O)C1=C(C(=O)OC)C(c2cc(Cl)ccc2O)c2sc(=O)[nH]c2S1 (centres undefined)	-2	4	1.5	6	1	1.1	9	0.7	0.5
O=C(CSc1ncnc2nc[nH]c12)Nc1nnc(SCc2ccc(Cl)c(Cl)c2)s1	-101	28*	0.6	-9	5	0.3	-23	1.4	0.2
Cc1ccc(C)n1-c1cc([N+](=O)[O-])ccc1-n1ccnc1	14	0	2.1	8	4	2.5	9	0.7	-0.3
O=C(COC(=O)COc1ccc(Cl)cc1)Nc1ccc(F)c([N+](=O)[O-])c1	19	2	0.7	-6	-2	-0.6	-26	-0.7	0.5
N#Cc1nc(-c2cccs2)oc1N1CCOCC1	i	4	1.2	-14	0	0.4	20	-1.2	0.5
CCN1CCN(C(=O)C2CC(c3ccc(F)cc3)=NO2)CC1 (centres undefined)	6	0	0.9	-22	3	1.4	29	0.5	0.6
CCCCNC(=O)C1C2C=CC3(CN(Cc4ccc(C)cc4)C(=O)C13)O2 (centres undefined)	9	8	0.1	-21	-4	0.3	15	0.4	0.1
CCOC(=O)C1CCCN(C(=O)c2cn(CC)c3ccc(S(=O)(=O)N(C)C)cc3c2=O)C1 (centres undefined)	-24	2	1.3	-18	-3	0.8	7	-1.2	1.3
N#CCSc1nc2c(cc1C#N)CCCC2	-16	5	0.7	-6	-1	-0.5	22	1.6	-0.5
COc1ccc(S(=O)(=O)n2nc(OC(=O)c3cccs3)cc2N)cc1	27	6	0.6	-8	4	-1.2	-1	3.0	-1.2
COc1ccc(NC(=S)NCc2ccc3c(c2)cc(C)n3C)cc1	-14	3	-0.1	7	-2	-2.1	-34	-1.0	0.5
CN1CCCN(Cc2ccccc2C(F)(F)F)CC1	-2	6	0.5	0	-3	2.1	-3	0.3	1.2

Arranged by molar mass (falling): some entries from above
SMILES	m-calpain inh	BaF3 tox	PERK inhibitor	S1P4 antag	Ba/F3 V617F tox	TRPN1 ag	EP2 modulator	S1P4 ag	TRPML3 agonist
O=C(CSc1ncnc2nc[nH]c12)Nc1nnc(SCc2ccc(Cl)c(Cl)c2)s1	-101	28*	0.6	-9	5	0.3	-23	1.4	0.2
COc1ccc(CCN2C(=NC(=O)C(C)C)SC3CS(=O)(=O)CC32)cc1OC (centres undefined)	-20	0	-1.6	-25	-4	1.6	14	0.8	0.4
COC(=O)C1=C(C(=O)OC)C(c2cc(Cl)ccc2O)c2sc(=O)[nH]c2S1 (centres undefined)	-2	4	1.5	6	1	1.1	9	0.7	0.5
O=C(Cn1nnc(-c2ccccc2)n1)N/N=C/c1ccc(-c2ccc(Cl)cc2)o1	-60	-1	-0.4	-4	-6	0.8	-8	2.4	1.7
O=C(COc1ccc([N+](=O)[O-])cc1)NC(C(=O)O)C(O)c1cccc([N+](=O)[O-])c1 (centres undefined)	-20	3	1.9	-10	1	0.8	-1	1.3	-0.3
O=C(CCN1C(=O)C2C3C=CC(C3)C2C1=O)N1CCN(c2ccccn2)CC1 (centres undefined)	-3	8	1.0	-12	-3	1.6	12	-1.2	1.2
Cc1c(Cl)c(-c2n[nH]c(=S)n2Cc2ccco2)nn1C	11	1	1.1	10	-1	-1.0	14	-2.9	-0.3
O=C(NCCOc1ccccc1)C(=O)c1c[nH]c2ccccc12	13	-4	0.9	-6	-2	0.1	-74	0.5	0.3
CCN1CCN(C(=O)C2CC(c3ccc(F)cc3)=NO2)CC1 (centres undefined)	6	0	0.9	-22	3	1.4	29	0.5	0.6
CCn1c(=N)c(C(N)=O)cc2c(=O)n3cccc(C)c3nc21	.	11	-0.9	-26	7	-0.5	.	0.2	0.2
Cc1cc2cc(CNC(=O)NC3CCCCC3)ccc2[nH]1	39	3	0.8	-7	-2	-1.1	-14	1.4	-0.6
O=C1CNCc2[nH]c3ccccc3c2N1c1ccccc1	-4	-1	0.1	-4	-6	-0.5	-29	0.5	-0.1
CC(=O)c1c(C)n([O-])c2cc(F)c(F)cc2[n+]1=O	-48	8	0.8	-10	0	-0.7	-25	-0.5	0.4

Screens: PubChem, several laboratories
